# Assay outcomes (PubChem)
# NPY-Y1 antag: blocks the human neuropeptide Y Y1 receptor; 1% of 200,000 active; inhibition, % at 3.6 µM; HEK293-CNG Y1 cells, membrane potential fluorescence; NPY at EC95, then isoproterenol; P25929;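 active = inhibition above the campaign mean inhibition of all tested compounds plus 3 SD, cut at about 20% in these data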;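 also: 0% = DMSO wells given NPY plus isoproterenol and 100% = isoproterenol alone without NPY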
# Target sequence (P25929 whole entry, looked up): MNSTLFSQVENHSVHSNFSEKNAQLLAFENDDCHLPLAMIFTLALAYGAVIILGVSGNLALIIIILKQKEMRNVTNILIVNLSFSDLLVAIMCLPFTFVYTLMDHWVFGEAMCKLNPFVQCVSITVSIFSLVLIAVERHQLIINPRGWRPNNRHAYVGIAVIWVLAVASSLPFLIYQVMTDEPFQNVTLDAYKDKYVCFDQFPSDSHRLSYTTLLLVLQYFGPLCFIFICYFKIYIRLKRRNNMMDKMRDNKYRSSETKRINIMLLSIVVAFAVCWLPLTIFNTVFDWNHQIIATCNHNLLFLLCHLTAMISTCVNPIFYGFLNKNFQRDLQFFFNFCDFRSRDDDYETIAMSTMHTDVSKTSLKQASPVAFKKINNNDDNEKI
#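 Material: HEK293 Y1/CNG channel cell line; also added: NPY (25 nM), isoproterenol (1 µM), Ro 20-1724 (25 µM); doses: one concentration, 3.6 µM, in 0.4% DMSO; schedule: compound incubation 1 h at room temperature, readout 45 min post-stimulation; technique: membrane potential fluorescence; measure: fluorescence ratio normalized to % inhibition between controls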
# NPY2 pot ag: potentiators or agonists of human neuropeptide Y receptor Y2; cells expressing NPY-Y2, potentiator/agonist read-out; activation, % at 3.6 µM; AID 1359; 0.45% of 220,000 active; in the data active = activation above about 27%;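 also: cells stimulated with NPY near EC25 plus isoproterenol at EC100; 0% = vehicle plus submaximal agonist and 100% = vehicle plus saturating agonist; some results beyond the cut were filed as inactive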
# EP2 mod: EP2 receptor (human) modulation. AID 940. induction, % at 25 µM. 0.83% of 260,000 active. P43116. EP2-expressing cells, cAMP HTRF FRET, PGE2 co-stimulation;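 active = compounds whose cAMP rise, as percent of the full-agonist control response, exceeds 60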;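 also: rat C6 glioma line stably carrying human EP2 under a CMV promoter; the protocol text gives 20 µM as final concentration; 100% = response of wells given 1 µM PGE2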
# Target sequence (P43116 whole entry, looked up): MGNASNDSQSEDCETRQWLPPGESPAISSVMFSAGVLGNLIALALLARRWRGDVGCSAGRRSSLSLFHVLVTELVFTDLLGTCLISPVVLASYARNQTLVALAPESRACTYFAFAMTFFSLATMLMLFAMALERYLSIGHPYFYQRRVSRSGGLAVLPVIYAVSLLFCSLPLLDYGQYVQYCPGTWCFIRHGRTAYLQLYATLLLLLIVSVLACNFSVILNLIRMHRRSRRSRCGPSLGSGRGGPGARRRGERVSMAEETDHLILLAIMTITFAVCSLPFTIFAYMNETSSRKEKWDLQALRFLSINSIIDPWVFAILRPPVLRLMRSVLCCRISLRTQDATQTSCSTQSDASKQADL
# S1P4 ag: human S1P4 receptor agonism; O95977; S1P4-expressing cell line, agonist reporter assay; activation, % at 4.98 µM; 0.35% of 220,000 active; AID 1509; in the data active = activation above about 11%;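 also: 0% = DMSO vehicle and 100% = reference agonist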
# S1P4 antagonist: human S1P4 receptor antagonism; 0.26% of 220,000 active; inhibition, % at 4.98 µM; S1P4-expressing cells, antagonist mode, reporter read-out; O95977; in the data active = inhibition above about 29%;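 also: 0% = wells stimulated with agonist and 100% = vehicle wells without agonist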
# NPY1 pot ag: potentiates or activates human NPY-Y1 receptor; 0.37% of 220,000 active; AID 1304; activation, % at 3.6 µM; NPY-Y1 expressing cells, potentiator/agonist activation; in the data active = activation above about 33%, passing the limit was not always enough;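 also: cells stimulated with NPY at EC10 then isoproterenol at EC100; 0% = low agonist plus stimulus and 100% = saturating agonist plus stimulus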
# p97 ATPase inh: blocks human p97 ATPase activity; P55072; recombinant p97 ATPase, Kinase-Glo ATP luminescence, 3 h; inhibition, % at 8 µM; 0.42% of 220,000 active; AID 1481; in the data active = inhibition above about 15%;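 also: 0% = DMSO vehicle and 100% = wells lacking enzyme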
# eIF4E 4G PPI: inhibitors of eIF4E and eIF4G interaction in translation initiation; P63073+Q04637; 0.37% of 220,000 active; TR-FRET eIF4E-eIF4GI(517-606) binding, 2 h; inhibition, % at 21.7 µM;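 active = inhibition above about 30%, limit read from the data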;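 also: 0% = full FRET control wells and 100% = background wells lacking eIF4GI fragment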
# PGE2 EP2 inh: inhibitors of human EP2 prostaglandin E2 receptor. AID 1422. C6 glioma cells expressing human EP2, cAMP TR-FRET; cells stimulated with saturating PGE2. inhibition, % at 25 µM. 0.52% of 260,000 active;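 active = percent inhibition above 40 after rounding to a whole number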;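 also: rat C6 glioma host cells with rolipram phosphodiesterase inhibitor present; the protocol text gives 20 µM as final concentration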
# * = called active by the depositor; . = no result given; & = joins results of further samples; [ ] = dose if it differs, or a comment.
SMILES,NPY-Y1 antag,NPY2 pot ag,EP2 mod,S1P4 ag,S1P4 antagonist,NPY1 pot ag,p97 ATPase inh,eIF4E 4G PPI,PGE2 EP2 inh
COc1ccc(Cn2nnnc2C(c2ccccc2Cl)N2CCN(C)CC2)cc1 (stereo unspecified),5.1,6.5,-0.9,0.1,-5.0,1.1,2.5,-2.0[fluorescence artefact?],12.1
O=C(O)C1CCCCC1C(=O)Nc1nc(-c2cccs2)cs1 (stereo unspecified),5.2,11.4,2.5&-0.6,-1.4,-5.5,-19.7,-4.0,-0.9,12.5&12.1
COc1ccc(CCn2c(C)nc3ccccc3c2=O)cc1OC,-1.9,-3.4,-1.3&-25.0,0.3,4.0,7.6,2.8,-1.8,6.5&2.1
CCCCCc1c(C)nc(N2CCc3ccccc32)[nH]c1=O,-0.1,16.5,28.3,-1.7,-3.5,7.2,2.5,0.8[fluorescence artefact?],-0.1
COc1ccc(NC(=O)CSc2nc3ccccc3n2-c2ccccc2)c([N+](=O)[O-])c1,1.2,8.6,22.7,44.5*,-5.5,-9.4,3.3,-2.3,8.7
Cc1nnc(SCC(=O)N2CC(=O)Nc3ccccc32)n1-c1ccccc1,1.6,14.7,5.9,0.0,-6.2,6.8,3.8,3.8,10.2
CC1CC(C)CN(C(=O)c2cc3cc(Br)cc(Br)c3o2)C1 (stereo unspecified),-4.1,-21.2,50.2,-0.1,11.3,4.4,2.2,0.9,6.8
CCOC(=O)c1c(-c2ccc(OC)cc2)csc1NC(=O)CSc1nnc(C)c(=O)[nH]1,-1.1,4.4,26.2,2.4,-7.2,0.0,2.6,-4.8,4.9
COC(=O)Cn1c(=NC(=O)c2cccc(OC)c2)sc2cc(OC)ccc21,3.5,-1.3,12.1,-1.4,4.8,-23.9,0.8,5.7,7.8
Cc1ccccc1C(=O)NNC(=O)CSc1nc2ccccc2c(=O)[nH]1,.,3.6,14.8,-0.2,4.0,-16.5,3.1,3.5,4.0
COc1ccc(C(=O)c2sc(Nc3cccc(OC)c3)c(C(=O)Nc3cccc(C)c3C)c2N)cc1,1.0,-3.7,-5.6,1.6,1.7,-4.6,4.4,-28.1[fluorescence artefact?],8.5
CCCCOc1ccc(C(O)(CCC)CCN2CCOCC2)cc1 (stereo unspecified),0.6,-1.9,-4.7,1.5,-7.1,-7.2,-2.0,2.6,5.1
O=[N+]([O-])c1cc(/C=N/O)ccc1SCc1ccccc1Cl,7.0,-2.3,18.0,2.1,-24.3,21.3,-3.2,-0.6,6.0
O=C(COC(=O)COc1ccccc1Cl)Nc1ccccc1OC(F)F,0.3,-14.0,-5.0,-0.8,-12.9,-4.8,-6.3,6.4,7.6
Cc1cccc(NC(=O)C2CCCN(S(=O)(=O)c3cccc4nsnc34)C2)c1 (stereo unspecified),-5.9,-12.9,-10.6,-5.1,0.7,-17.6,-0.7,-4.1,7.3
CNc1nnc(CSc2nc3ccccc3s2)s1,0.5,-17.2,-21.4,2.0,-13.1,1.3,-1.5,-4.0,13.7
CCOC(=O)C1=C(c2ccc(OC)cc2)OC(N)=C(C#N)C1c1cccnc1 (stereo unspecified),.,-6.1,-10.7,0.6,-0.5,7.0,5.6,-2.8,5.5
CC1(C)Cc2ccccc2C2CC(O)C(=O)N21 (stereo unspecified),0.9,6.6,12.8,0.7,-3.0,-0.9,-2.2,7.0[fluorescence artefact?],4.7
O=C(c1cc2ncccn2n1)N1CCc2c([nH]c3ccccc23)C1c1ccccc1F (stereo unspecified),7.4,8.1,-33.5,0.0,0.7,7.3,11.7,-3.5,12.6
O=c1c2ccccc2nc(-c2ccccc2)n1CCCN1CCOCC1,8.3,-5.7,2.1,-0.7,-10.9,-1.6,-1.2,-5.6,8.5
COC(=O)c1c(NC(=O)C2CC2)sc2c1CCN(C(C)=O)C2,-1.4,-13.7,19.6,1.5,-4.4,-5.5,1.9,1.5,9.2
COc1ccc(C(=O)/C=C/Nc2c(C)n(C)n(-c3ccccc3)c2=O)cc1OC,-6.3,8.0,18.7,-1.4,-2.2,20.8,2.9,5.8,9.6
CCOC(=O)c1cn(Cc2cccc(Cl)c2)c2cc(C)nn2c1=O,.,1.5,12.7,1.5,1.1,-5.0,1.3,-0.6,7.0
N#Cc1ccc(-n2c(-c3ccccc3)nnc2-c2ccccc2)cc1C#N,-5.0,-6.1,-16.0,1.7,-7.3,-25.9,2.8,-0.7,6.9
CC(C)CN(C(=O)CN1CCN(c2ccc(F)cc2)CC1)c1c(N)n(CC(C)C)c(=O)[nH]c1=O,3.1,0.6,3.7,2.0,-13.1,9.0,6.0,-1.1,4.4
N=C1/C(=C/c2coc3ccccc3c2=O)C(=O)N=C2SC(c3ccco3)=NN12,.,-9.2,-19.4,-0.1,-28.5,22.4,15.9*,3.7,4.7
CCCCN(CC)CCCNC(=O)c1cc2cc3ccc(OC)cc3nc2o1,-1.8,-14.1,.,-2.0,-8.8,-20.7,0.4,.,.
CCc1nnc(NC(=O)C(NC(=O)c2ccccc2Cl)C(C)C)s1 (stereo unspecified),0.8,0.5,9.6,1.4,-1.8,7.8,2.6,2.1,13.5
CC1=C(C(=O)OC(C)C)C(c2cncc(-c3ccc(F)cc3)c2)C(C#N)=C(N)O1 (stereo unspecified),6.1,-2.4,-8.0,-3.0,-23.5,-18.7,-2.3,1.3,4.9
N=c1c2c(-c3ccccc3)c(-c3ccccc3)n(Cc3ccco3)c2ncn1Cc1ccco1,22.4*,21.9,-40.0,1.3,-25.5,33.1,3.0,.,17.9
CC(=O)Nc1ccc(S(=O)(=O)Nc2cc(-c3ccccc3)nn2C)cc1,.,11.2,-24.4,0.4,1.3,6.8,4.1,-6.8,3.4
c1ccc(Cc2cc(-c3ccccc3)on2)cc1,5.7,-3.5,36.6,-1.8,5.1,-27.6,-3.1,8.6[fluorescence artefact?],1.3
O=C(NCCCn1ccnc1)c1noc2c1CCc1ccccc1-2,8.5,-6.1,-50.3,0.8,-1.1,-9.9,-2.0,3.1,12.5
CC1CCN(S(=O)(=O)c2ccc3c(c2)c(=O)c(C(=O)NC2CCCC2)cn3C)CC1,-7.8,-5.8,-31.2,-0.3,7.4,-40.1,3.8,-4.2,6.2
COC(=O)C1=C(C)NC(C)=C(C(=O)OC)C1C(=O)OCCN1C(=O)c2ccccc2C1=O,3.5,-5.7,11.6,-3.8,1.4,-4.9,-4.0,-0.1,13.7
CN(C)/C=C1\SC(=S)N(c2ccc(Br)cc2)C1=O,.,21.8,-23.2,-0.6,1.6,22.3,3.2,3.3,7.4
CC1CCN(c2nc(/C=C/c3ccccc3)nc3ccccc23)CC1,0.3,-4.9,25.8,-1.1,-20.3,-9.5,2.5,-3.2,4.2
Cn1ncc(Cl)c1C(=O)Nc1ccncc1,-1.4,6.8,24.7,-1.7,-19.0,2.1,2.6,1.0[fluorescence artefact?],8.1
C/C(=C\c1ccccc1)C(=O)n1nnc2ccccc21,-1.7,-3.6,45.7,0.2,-32.9,-7.9,-3.6,-0.5,4.0
Clc1cc2nc3ccccn3c2cc1Cl,3.1,-10.8,-9.5,0.8,-21.8,11.7,-5.0,4.8,16.1
COc1ccc(-n2nc(C(=O)NCC(=O)Nc3cccc(NC(C)=O)c3)c3ccccc3c2=O)cc1,-5.1,-8.3,-15.1,0.6,5.3,2.3,2.8,-2.4,14.4
CN(CC(=O)Nc1ccccc1Br)Cc1nc2ccccc2c(=O)[nH]1,2.1,-1.0,10.7,0.9,-14.2,-10.3,4.1,0.1[fluorescence artefact?],10.3
Cn1c(Cn2c(=O)sc3ccccc32)nnc1SCC(=O)N1CCCc2ccccc21,12.6,13.4,12.7,1.7,-13.9,10.5,1.3,-0.1[fluorescence artefact?],10.4
Nn1c(COc2ccccc2)nnc1SCc1cc(=O)[nH]c2ccccc12,0.8,-3.1,14.6,0.0,-16.6,-31.3,-0.4,-2.7,9.5
Cn1c(SCC(=O)Nc2ccc3[nH]c(=O)[nH]c3c2)nnc1-c1ccc(F)cc1,.,4.2,7.6,0.2,-9.5,6.1,4.8,-3.5,5.9

# Gathered by group: the compounds so far with a nitro group on carbon.
SMILES,NPY-Y1 antag,NPY2 pot ag,EP2 mod,S1P4 ag,S1P4 antagonist,NPY1 pot ag,p97 ATPase inh,eIF4E 4G PPI,PGE2 EP2 inh
COc1ccc(NC(=O)CSc2nc3ccccc3n2-c2ccccc2)c([N+](=O)[O-])c1,1.2,8.6,22.7,44.5*,-5.5,-9.4,3.3,-2.3,8.7
O=[N+]([O-])c1cc(/C=N/O)ccc1SCc1ccccc1Cl,7.0,-2.3,18.0,2.1,-24.3,21.3,-3.2,-0.6,6.0

# More entries
SMILES,NPY-Y1 antag,NPY2 pot ag,EP2 mod,S1P4 ag,S1P4 antagonist,NPY1 pot ag,p97 ATPase inh,eIF4E 4G PPI,PGE2 EP2 inh
O=C(C1=C(c2ccccc2)C(=O)c2ccccc2C1=O)c1ccccc1,2.5,0.6,-38.9,1.2,-37.6,-15.2,5.6,-2.6,20.9
Cc1cccc(NC(=O)c2c(O)c3cccc4c3n(c2=O)CCC4)n1,-3.2,6.4,10.6,-1.0,2.8,13.8,6.4,-2.9,15.4
O=C(O)CCc1n[nH]c(=S)[nH]c1=O,-2.3,8.9,-4.6,3.2,-6.7,-29.4,6.0,-4.3,6.3
COC(=O)CSc1n[nH]c(=S)s1,-2.4,-4.4,29.8,1.9,3.1,-25.8,0.3,-0.8,2.8
COC(=O)C1=NNCC12CC(=O)N(c1ccc(Br)cc1)C2=O (stereo unspecified),3.9,6.6,4.0,4.3,-7.5,-5.2,-3.4,7.2,4.7
CCOC(=O)c1c(NC(=S)NCc2ccccc2)sc2c1CCN(C(=O)OCC)C2,.,-23.2,21.1,1.3,0.0,-24.2,-9.0,-1.1,14.6
CCCCn1c(O)c(N=NC(=O)Cn2c(C(F)(F)F)nc3ccccc32)c2ccccc21,-1.3,15.7,24.3,-1.6,-3.0,6.2,0.9,16.0,3.9
Cc1ccc(C)c(S(=O)(=O)N2C(=S)NC(=O)C2C(C)C)c1 (stereo unspecified),0.9,1.9,5.1,-0.1,-6.5,4.6,0.9,-4.6[fluorescence artefact?],11.8
Cn1c(=O)c2c(nc(OCCc3ccccc3)n2C)n(C)c1=O,.,10.8,-0.6,-0.3,-13.7,-8.0,-0.2,-1.4,13.8
COc1ccc(/C=C/c2nc3ccccc3n2Cc2ccccc2OC)cc1,7.8,-18.1,10.4,1.7,-29.8,-27.1,2.1,2.1[fluorescence artefact?],11.1
CCCn1c(CCC(=O)O)ccc1-c1ccc(F)cc1,3.8,-4.1,2.5,0.7,-9.4,1.7,2.9,-2.6,6.5
Cc1ccc(C2CC(c3ccccc3)=NN2c2ccccc2)o1 (stereo unspecified),6.2,-11.6,49.1,1.4,-8.3,11.5,2.7,16.9[fluorescence artefact?],5.3
Cn1c(=O)cc(N)n(Cc2ccccc2)c1=O,-0.8,0.6,26.5,0.1,0.9,-12.4,-1.8,-0.5[fluorescence artefact?],24.0
CCOC(=O)N1CCN(C(=O)CCc2c(C)nc3nc(C)nn3c2C)CC1,3.5,-0.6,9.6,0.0,-8.8,5.4,3.9,2.7,2.3
CC1CCN(c2nc(N(C)c3ccccc3)nc(N)c2[N+](=O)[O-])CC1,.,7.1,3.9,-1.5,-2.9,11.4,1.9,-5.3,10.6
CC(C)(C)NC(=O)C(=O)NNC(=O)c1cccc(Br)c1,-0.1,-0.9,23.9,0.2,-29.6,9.0,0.8,4.0,4.4

# A portion of the library; rates above refer to the full screens.
